Screens as filed in PubChem BioAssay.
MC4R barr agon = agonists of human melanocortin 4 receptor (MC4R) beta-arrestin; U2OS MC4R beta-arrestin complementation, luminescence; percent of melanotan II response, DMSO zero; activation, % at 8.9 µM; 0.98% of 360,000 active; AID 540308;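 active = activation above a per-plate cutoff, the mean activation of sample wells on that plate plus 3 SD, cut at about 8% in these data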
Glyco luc inh = N-linked glycosylation inhibition; D54 ERlucT glycosylation luciferase reporter, 24 h; percent of 100 nM tunicamycin response; reporter increase, % at 12.5 µM; 0.23% of 360,000 active; AID 588692;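 active = mean luciferase reporter signal, scaled so untreated is 0 and the glycosylation-blocking control 100, at or above a set limit in every replicate; inconclusive = mean reaches the limit but not every replicate does; inactive = mean below the limit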;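 note: luciferase carries N-glycosylation sites so blocking glycosylation raises the light; 0% = median of neutral control wells and 100% = median of 100 nM tunicamycin wells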
PDI inh = blocks human protein disulfide isomerase activity; P07237; PDI insulin aggregation turbidity, A650, 90 min; inhibition, % at 10 µM; 0.052% of 350,000 active;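 active = mean inhibition across replicates of 30% or more, whatever share of single replicates reach that level; inconclusive = mean inhibition below 30% while every single replicate reaches 30%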;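 note: absorbance from insulin aggregation driven by PDI reduction with DTT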
m5-HT2A agonist = mouse HTR2A agonism via beta-arrestin recruitment | P35363 | CHO-K1 mHTR2A beta-arrestin complementation, luminescence; percent of 30 µM serotonin response | activation, % at 7.6 µM | 0.66% of 360,000 active | AID 624169;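 active = activation above a run cutoff, the mean activation of all tested compounds plus 3 SD, cut at about 14% in these data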;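 note: 0% = plate median of compound wells and 100% = 30 µM serotonin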
H9c2 protect = myocardial damage modulation in H9c2 cells; protection from H2O2 cell death, % at 20 µM; 0.63% of 360,000 active; AID 588492; H9c2 cardiomyocytes, H2O2 injury protection, ATPLite, 2 h;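 active = compounds giving at least 50% protection of heart cells from peroxide-induced death in the single-dose screen, raw or plate-pattern-corrected value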;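 note: 0% = DMSO wells with peroxide and 100% = DMSO wells without peroxide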
aDG glyco up = alpha-DG glycosylation activation | Pro5-aDG cells, alpha-DG glycosylation AlphaScreen (IIH6); 0% Pro5, 100% B10-LARGE cell signal | activation, % at 10 µM | 0.22% of 360,000 active | AID 624168;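 active = activation of at least 8% versus controls, or a plate z-score of at least 8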;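 note: Pro5 are CHO cells carrying HIG-tagged alpha-DG that lacks glycosylation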
CaV13 FRET inh = Primary screen for inhibitors of IQ motif and Ca2+-dependent inactivation inhibitor domain binding in CACNA1D, Förster resonance energy transfer in living cells, …; HEK cells, CFP/YFP FRET ICDI-IQ, plate reader, 10 min; percent FRET-ratio fall versus neutral wells; inhibition, % at 12.3 µM; 0.098% of 340,000 active;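 active = mean replicate inhibition of at least 30% and at least 1% of replicates passing that level; inconclusive = only one of the two criteria is met; inactive = neither criterion is met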;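 note: 0% = median of the neutral control wells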
ABCB6 inh 2 = inhibitors of human ABC transporter ABCB6 | Q9NP58 | 0.19% of 360,000 active | AID 602162 | fluorescence ratio to DMSO, % at 10 µM | K562-ABCB6 porphyrin accumulation, flow cytometry, 1 h; hits give low values;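 active = fluorescence ratio to DMSO below 75%, the collection mean minus 3 SD; inconclusive = too few cells collected in the well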;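 note: signal is porphyrin accumulated inside mitochondria; 100% equals median channel fluorescence of DMSO control wells; lower ratio means ABCB6 inhibition with less porphyrin fluorescence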
Target sequence (Q9NP58 whole entry, looked up): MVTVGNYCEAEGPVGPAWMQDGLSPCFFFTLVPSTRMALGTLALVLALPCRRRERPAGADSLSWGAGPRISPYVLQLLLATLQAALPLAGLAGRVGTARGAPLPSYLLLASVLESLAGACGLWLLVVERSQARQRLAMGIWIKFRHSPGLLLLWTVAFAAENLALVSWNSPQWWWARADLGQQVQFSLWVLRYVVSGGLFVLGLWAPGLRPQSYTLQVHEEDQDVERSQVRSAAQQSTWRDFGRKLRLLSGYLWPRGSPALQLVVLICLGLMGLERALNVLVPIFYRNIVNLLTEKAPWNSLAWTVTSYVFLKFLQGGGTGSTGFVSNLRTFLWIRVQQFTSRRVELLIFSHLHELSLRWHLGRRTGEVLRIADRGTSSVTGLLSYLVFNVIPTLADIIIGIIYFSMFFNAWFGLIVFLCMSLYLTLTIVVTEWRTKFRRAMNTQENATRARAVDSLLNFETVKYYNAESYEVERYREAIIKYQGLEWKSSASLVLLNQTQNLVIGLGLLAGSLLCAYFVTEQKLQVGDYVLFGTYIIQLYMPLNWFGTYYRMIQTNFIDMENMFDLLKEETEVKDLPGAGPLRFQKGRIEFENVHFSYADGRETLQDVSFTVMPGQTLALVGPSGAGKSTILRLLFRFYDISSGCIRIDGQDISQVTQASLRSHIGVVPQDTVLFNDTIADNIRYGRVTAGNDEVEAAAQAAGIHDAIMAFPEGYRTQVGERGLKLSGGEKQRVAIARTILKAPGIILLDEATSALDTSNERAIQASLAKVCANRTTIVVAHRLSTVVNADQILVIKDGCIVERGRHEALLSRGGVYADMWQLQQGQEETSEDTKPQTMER
MC4R antagonist = human MC4R antagonism in cAMP assay | inhibition, % at 6.5 µM | 0.48% of 360,000 active | MC4R-expressing cells, MTII-stimulated cAMP, LANCE TR-FRET | P32245;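 active = inhibition above its plate's cutoff, the mean of tested wells on that plate plus 3 SD, cut at about 29% in these data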;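 note: 0% = Melanotan II alone and 100% = Melanotan II plus saturating MCL0020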
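Material – human MC4R-expressing U2OS cells · Repeats – no replicates · Detection – TR-FRET with Eu-cAMP and labeled anti-cAMP, 671 nm · Times – compound 30 min, challenge 1 h, detection 1 h · Compound – single nominal compound dose of 6.5 µM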
Vif imaging = HIV Vif inhibition; HEK293T cells, Vif self-association by quenched fluorescence, imaging, 24 h; inhibition, % at 7.49 µM; 0.35% of 340,000 active; AID 602346; in the data active = inhibition above about 50%, passing the limit was not always enough; inconclusive = no clear call, values can overlap the other calls; inactive = below about 31%; note: some results filed as inactive read as strong as hits
Numbers without * were called inactive; ? = inconclusive; nt = not tested or not shown. This is a random part of the collection. Share with any hit: about 3.6%.

SMILES	MC4R barr agon	Glyco luc inh	PDI inh	m5-HT2A agonist	H9c2 protect	aDG glyco up	CaV13 FRET inh	ABCB6 inh 2	MC4R antagonist	Vif imaging
COc1cc(/C=N/NC(=O)CN(Cc2ccco2)S(=O)(=O)c2ccccc2)ccc1O	-1.7	0	-2	-4	14	0.1	-5	96	-11	-21
COc1ccc(OC)c(CN2CCN(C(=O)c3cccc(S(=O)(=O)Nc4ccccc4OC)c3)CC2)c1	-1.7	1	-19	-8	2	0.5	-6	94	3	1
CCOc1ccc(-n2c(C)nnc2SCC(=O)N(CC)CC)cc1	-1.3	1	0	2	2	0.0	-4	92	-2	0
CC(=O)OCC(=O)[C@@]1(OC(C)=O)[C@@H](C)C[C@H]2[C@@H]3C[C@H](F)C4=CC(=O)C=C[C@]4(C)[C@@]3(F)[C@@H](O)C[C@@]21C	0.0	5	-1	-7	14	-0.2	-5	102	18	-2
CCOC(=O)Cc1csc(NC(=O)c2c(O)c3c(n(CC(C)C)c2=O)CCCC3)n1	-3.5	-3	2	1	-9	-0.1	-12	99	2	-15
NC(=O)NC(=O)CN1C(=O)NC(c2ccccc2)(c2ccccc2)C1=O	0.2	4	-5	2	6	0.0	-4	100	14	8
CCN(CC(=O)Nc1ccc(NC(C)=O)cc1)C(=O)/C=C/c1cccs1	-1.5	4	-9	-4	1	-0.2	-23	101	5	1
C=CCn1c(O)c(CN2CCCCC2)c(C)c(C#N)c1=O	-0.7	2	2	10	6	0.0	-11	91	7	2
CCS(=O)(=O)N1CCN(c2ccc(C(=O)N3CCOCC3)cc2[N+](=O)[O-])CC1	-3.3	2	0	-1	0	0.0	7	97	0	6
CCOC(=O)c1cc(NC(=O)N(C)C2CCCCC2)c(C)nc1C	-0.6	-3	-5	5	-2	-0.1	-4	99	3	-8
Cc1ccc(NC(=O)C[n+]2cc(-c3ccc(C)cc3)n3c2CCC3)cc1	0.3	1	0	-6	7	0.0	-14	93	-5	14
COc1ccc(-c2ccc([C@H]3[C@H]4C=CC[C@@H](C)[C@@H]4C(=O)N3Cc3ccccc3)c(F)c2)cc1OC	2.8	-2	-2	-3	-12	0.3	-10	96	8	0
O=C(c1cn(-c2ccccc2)nc1-c1ccc(Cl)s1)N1CCOCC1	0.5	-2	11	-2	9	-0.2	-4	89	-4	7
N#Cc1nc(-c2ccco2)oc1NCCN1CCOCC1	-0.8	0	-3	-6	1	0.9	-4	101	6	-3
CC(CC(=O)N1CCN(c2ccccc2)CC1)c1ccccc1 (centres undefined)	-0.5	2	5	-1	11	0.0	-4	100	-6	-2
O=C(COC(=O)c1n[nH]c2ccccc12)NC(=O)NC1CCCCC1	2.8	3	5	1	-8	0.1	-4	91	0	-7
Cc1ccc(C(=O)N/C(=C/c2ccccc2)C(=O)NCC2CCCO2)cc1 (centres undefined)	-2.0	0	1	5	8	0.2	-7	102	11	1
CN1CCCN(C(=O)CC2(CC(=O)O)CCCCC2)CC1	-0.9	0	-6	-1	7	-0.1	-3	97	9	-16
Cc1ccc(-n2nnnc2SCC(=O)Nc2sccc2C#N)cc1	7.4	0	-8	2	-9	-0.1	-10	92	-2	-10
CC(C(=O)Nc1ccccc1)N1CCN(C(=O)c2ccco2)CC1 (centres undefined)	-0.3	0	-2	10	-7	0.1	-2	100	2	4
CCOc1ccc(NC(=O)c2ccc(NC(=O)c3ccc(CN4CCOCC4)cc3)cc2)cc1	0.8	-5	-5	-5	5	-0.2	-3	93	9	-3
Cc1cccc(N(CC(=O)N/N=C/c2cc([N+](=O)[O-])ccc2Cl)S(C)(=O)=O)c1C	-0.3	1	-5	1	-8	0.1	nt	112	-7	-7
O=C(NCCCNC(=O)c1cc(Cl)ccc1Cl)c1ccco1	0.6	1	0	7	8	0.0	-6	95	-3	3
COc1ccccc1Cc1c(-c2ccco2)nc2c3ccccc3ccn12	nt	nt	nt	-5	nt	0.1	-3	135	nt	nt
N#CCc1nc(CSc2nc3ccccc3o2)cs1	-1.9	-2	-3	-4	11	0.1	-8	104	-1	1

Looked up above.
Reading for Cc1ccc(NC(=O)C[n+]2cc(-c3ccc(C)cc3)n3c2CCC3)cc1 in PDI inh: 0
Reading for COc1ccc(OC)c(CN2CCN(C(=O)c3cccc(S(=O)(=O)Nc4ccccc4OC)c3)CC2)c1 in Vif imaging: 1
Reading for C=CCn1c(O)c(CN2CCCCC2)c(C)c(C#N)c1=O in PDI inh: 2
Reading for Cc1cccc(N(CC(=O)N/N=C/c2cc([N+](=O)[O-])ccc2Cl)S(C)(=O)=O)c1C in PDI inh: -5
Reading for O=C(c1cn(-c2ccccc2)nc1-c1ccc(Cl)s1)N1CCOCC1 in MC4R antagonist: -4

Limited to ABCB6 inh 2 (5 entries from above):
| Structure | ABCB6 inh 2 |
| --- | --- |
| CCOC(=O)c1cc(NC(=O)N(C)C2CCCCC2)c(C)nc1C | 99 |
| Cc1ccc(NC(=O)C[n+]2cc(-c3ccc(C)cc3)n3c2CCC3)cc1 | 93 |
| COc1ccc(-c2ccc([C@H]3[C@H]4C=CC[C@@H](C)[C@@H]4C(=O)N3Cc3ccccc3)c(F)c2)cc1OC | 96 |
| O=C(c1cn(-c2ccccc2)nc1-c1ccc(Cl)s1)N1CCOCC1 | 89 |
| N#Cc1nc(-c2ccco2)oc1NCCN1CCOCC1 | 101 |

Retrieved by structure from the entries so far:
SMILES	MC4R barr agon	Glyco luc inh	PDI inh	m5-HT2A agonist	H9c2 protect	aDG glyco up	CaV13 FRET inh	ABCB6 inh 2	MC4R antagonist	Vif imaging
CCOC(=O)Cc1csc(NC(=O)c2c(O)c3c(n(CC(C)C)c2=O)CCCC3)n1	-3.5	-3	2	1	-9	-0.1	-12	99	2	-15
C=CCn1c(O)c(CN2CCCCC2)c(C)c(C#N)c1=O	-0.7	2	2	10	6	0.0	-11	91	7	2

The list goes on.
SMILES	MC4R barr agon	Glyco luc inh	PDI inh	m5-HT2A agonist	H9c2 protect	aDG glyco up	CaV13 FRET inh	ABCB6 inh 2	MC4R antagonist	Vif imaging
Cc1c(C(=O)OC2CCCCC2)sc2nc[nH]c(=O)c12	1.4	1	-12	1	-9	0.0	-3	99	1	?
CCCCn1nnnc1C1(C)CCC(=O)N1Cc1ccc(OC)c(OC)c1 (centres undefined)	nt	nt	nt	0	nt	0.1	-9	95	nt	nt
C=CCC[C@H](CCCCC)OC(=O)/C=C/[C@H](O)[C@@H](O)C[C@H](O)CC=C	nt	nt	nt	8	nt	-0.2	-7	92	nt	nt
C=CCOc1ccc(C2NC(=O)c3ccccc3O2)cc1OC (centres undefined)	-1.7	1	-5	2	-1	0.0	-11	81	-1	2
COC(=O)CN(c1cc(Cl)ccc1OC)S(=O)(=O)c1ccc(OC)c(OC)c1	0.5	0	0	0	-2	0.0	-6	98	4	1
COc1ccc(-c2cc(=O)oc3c(C)c(OCc4nn[nH]n4)ccc23)cc1	-1.2	-2	-2	3	30	-0.2	-6	94	0	3
CC1(C)CC(C(CC(=O)Nc2nccs2)c2ccccc2)CCO1 (centres undefined)	-1.9	0	1	8	8	0.2	-4	85	1	-8
Cc1ccc(NS(=O)(=O)c2ccc3c(c2)NC(=O)C(C)C(=O)N3)c(Br)c1 (centres undefined)	0.6	-2	nt	-4	17	-0.1	14	109	16	-1
O=C(/C=C/c1cccc(OCc2ccccc2)c1)c1cccnc1	-0.7	4	16	-2	1	0.0	-2	88	10	-3
CCOC(=O)C1(C)CCCN(C(=O)c2cccnc2SC)C1 (centres undefined)	0.1	0	2	-1	5	0.2	-7	98	-5	-1
CCN(CC(=O)Nc1ccccc1OC)C(=O)Cn1cnc2ccccc2c1=O	-1.4	1	-4	2	10	-0.1	2	104	-3	0
Cc1cccc(N2C(=O)CC(N(O)c3ccccc3)C2=O)c1 (centres undefined)	0.0	1	9	2	0	-0.1	-5	94	-3	-1
CCCN(c1ccc(OCC)cc1)S(=O)(=O)c1ccc2c(c1)NC(=O)CO2	2.4	-2	4	-4	-3	0.3	-3	95	17	-1
Cn1c(=O)n(Cc2ccco2)c(=N)c2c3c(sc21)CCC3	-0.1	2	-2	-4	8	0.6	-5	101	-2	-2
COc1cccc(C(=O)NOCc2ccc(C)cc2)c1OC	-1.3	0	6	0	7	-0.2	-2	102	-4	6
COc1ccccc1C=C1SC(=S)NC1=O	-1.5	0	2	11	-9	-0.2	-6	103	6	-4
Oc1ccc(/C=N\Nc2cc(N3CCOCC3)nc(N3CCOCC3)n2)c(O)c1	0.6	-8	-2	-4	33	-0.3	-5	97	-17	-12
Cc1nc(NC(=O)CSc2ccc(-c3nc4ccccc4[nH]3)cn2)sc1C	-0.1	-1	1	2	-5	0.7	-9	84	1	nt
COc1cc(/C=N/Nc2nc3ccccc3[nH]2)ccc1O	-2.8	-6	4	-2	3	1.5	-5	92	4	-1
COCCNC(=O)NC(=O)COC(=O)c1cccn1C	-0.6	3	-11	1	-6	0.1	-7	98	3	-28
COc1ccccc1-c1coc2c(CN3CCN(CCO)CC3)c(O)ccc2c1=O	0.2	1	0	7	-2	0.3	nt	114	15	0
